From PubChem
IL-2 act: IL-2 activation; IL-2 activation reporter assay, cell-based qHTS; stimulated with anti-CD3/CD4/CD28 beads; in transgenic mouse T cells; activation, % (series mostly up to about 46 µM); 360,000 compounds, 0.065% hits; AID 652025; in the data active means activation above about 50%; inconclusive means mostly about 30% to 49%; further: 0% is about no effect
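Screening format: compound pinned onto unstimulated transgenic mouse T cells, 60 min incubation, then anti-CD3/anti-CD4/anti-CD28 bead stimulation for 18 hours at 37 degrees C, followed by EGFP and DsRed detection.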
PLK1 PBD inh: inhibitors of human PLK1 polo-box domain binding | P53350 | Plk1 PBD binding of FITC phosphopeptide, fluorescence polarization | Potency, µM, for the others: max response, negative = inhibition, most hits filed as inhibitors | 360,000 compounds, 2.8% hits | AID 720504; further: potency means the concentration at half of the fitted maximal effect; series mostly up to about 57 µM; on the % scale 0 is the no-effect control and ±100 the full control effect; nearly all actives have a fitted effect of over 65% in size
Target sequence (P53350 whole entry, looked up, the tested form may be a part): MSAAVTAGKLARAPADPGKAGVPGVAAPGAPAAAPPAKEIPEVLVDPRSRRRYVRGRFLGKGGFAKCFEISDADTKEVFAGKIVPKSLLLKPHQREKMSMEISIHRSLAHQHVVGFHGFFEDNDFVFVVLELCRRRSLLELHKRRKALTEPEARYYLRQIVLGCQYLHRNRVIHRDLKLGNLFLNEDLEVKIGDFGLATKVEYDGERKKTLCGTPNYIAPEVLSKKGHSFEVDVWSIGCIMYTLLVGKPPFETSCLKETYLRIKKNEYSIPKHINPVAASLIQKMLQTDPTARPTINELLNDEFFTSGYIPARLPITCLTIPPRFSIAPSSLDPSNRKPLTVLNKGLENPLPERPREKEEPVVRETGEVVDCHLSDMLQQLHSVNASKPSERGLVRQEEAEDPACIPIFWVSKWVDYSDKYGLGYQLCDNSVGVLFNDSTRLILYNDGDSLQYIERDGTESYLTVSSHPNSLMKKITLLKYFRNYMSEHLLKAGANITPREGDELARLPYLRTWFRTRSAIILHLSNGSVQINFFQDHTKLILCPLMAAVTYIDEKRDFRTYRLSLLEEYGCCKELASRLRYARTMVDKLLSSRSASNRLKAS
FUS suppressor: rescues growth of FUS-expressing yeast. S. cerevisiae FUS-expressing, growth rescue, OD600, 24 h. Potency, µM (top dose mostly 76.6 µM), inactives show top-dose growth rescue (activation), usual class: activators. 390,000 compounds, 0.24% hits. AID 1347120;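 further: potency means the concentration at half of the fitted maximal effect; plate controls were DMSO vehicle for no effect and reference control for full effect; nearly all actives have a fitted effect of over 55% in size; some results filed as inactive show a strong effect at the top dose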
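Compound concentration series was pinned onto galactose-induced FUS-expressing yeast seeded at OD 0.005. Plates sat 24hr at 30C; absorbance at 600 nm gave growth. DMSO served as background control.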
Abeta rescue: compounds reversing amyloid beta toxicity in yeast; 410,000 compounds, 0.063% hits; Potency, µM (titrated, usually from 46.1 µM), without a hit: top-dose growth rescue, usual class: activators; AID 1347071; yeast expressing A-beta42, growth rescue, OD600, 48 h; response scale: 0% DMSO, 100% iron-clioquinol control; further: potency means the concentration at half of the fitted maximal effect; nearly all actives have a fitted effect of over 55% in size
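Yeast A-beta toxicity model in growth medium with pinned compounds, 48 h at 30 C; growth read as absorbance at 600 nm. Normalized to FeCl3/clioquinol equimolar mix (positive) and DMSO (negative).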
EPAC1 agonist: activates human EPAC1 exchange factor. EPAC1 agonist qHTS, biochemical assay; response scale: 100% = response to 6.5 mM cAMP. Potency, µM (series often up to 154 µM), without a hit: at the top dose activation, usual class: activators. 360,000 compounds, 0.073% hits. O95398; further: potency means the concentration at half of the fitted maximal effect; nearly all actives have a fitted effect of over 60% in size
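Normalized to 6.5 mM cAMP, activity reflects EPAC1-catalysed release of BODIPY-GDP from Rap1B, followed kinetically over 30 min at 480 nm excitation, 540 nm emission. Reaction contained 100 nM EPAC1, 250 nM Rap1B-BODIPY-GDP, 50 uM GDP.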
EPAC1 antagonist: blocks human EPAC1 exchange factor. Potency, µM (series often up to 115 µM), for inactives: at the highest dose activity change, negative = inhibition, hits mostly inhibitors. AID 720709. 360,000 compounds, 0.14% hits. EPAC1 GEF assay, Rap1b-BODIPY-GDP exchange fluorescence. O95398;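 further: potency means the concentration at half of the fitted maximal effect; plate controls were vehicle for no effect and positive control for full effect; nearly all actives have a fitted effect of over 50% in size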
PI5P4K alpha inh: blocks human PI5P4K alpha kinase activity. 330,000 compounds, 1.2% hits. P48426. max response, %. AID 652105. PI5P4Kalpha enzyme, ADP-Glo luminescence, 60 min; stronger effect = lower value; active means max response of -50% or lower; inconclusive means between -30% and -50%; inactive means -30% or higher; further: value at the top dose of about 77 µM; on the % scale 0 is the no-effect control and ±100 the full control effect
Target sequence (P48426 whole entry, looked up): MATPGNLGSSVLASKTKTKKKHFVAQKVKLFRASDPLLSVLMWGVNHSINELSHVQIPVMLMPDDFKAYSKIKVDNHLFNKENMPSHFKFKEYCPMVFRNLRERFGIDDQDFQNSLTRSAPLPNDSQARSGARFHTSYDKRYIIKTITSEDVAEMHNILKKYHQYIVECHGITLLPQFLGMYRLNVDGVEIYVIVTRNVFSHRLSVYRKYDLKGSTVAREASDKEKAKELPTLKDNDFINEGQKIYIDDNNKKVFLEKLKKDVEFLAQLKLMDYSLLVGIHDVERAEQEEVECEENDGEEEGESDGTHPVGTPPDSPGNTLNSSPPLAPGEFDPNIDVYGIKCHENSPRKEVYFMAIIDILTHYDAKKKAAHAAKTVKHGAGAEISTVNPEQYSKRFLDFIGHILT
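Quantitative HTS of the MLSMR library against PI5P4Kalpha with substrate. ATP added last at 5 microM final; room temperature, 60 minutes. Remaining ATP depleted, ADP converted and read as luminescence.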
WRN helicase inh: blocks human WRN helicase; Q14191; WRN helicase unwinding, fluorescent forked duplex, kinetic; Potency, µM (series often up to 114 µM), inactives show top-dose activity change, negative = inhibition, actives largely listed as inhibitors; 360,000 compounds, 0.46% hits; further: potency means the concentration at half of the fitted maximal effect; on the % scale 0 is the no-effect control and ±100 the full control effect; nearly all actives have a fitted effect of over 55% in size
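Enzyme (20 nM final) and test compound sit together 15 min at room temperature before substrate addition. Substrate is a single-forked duplex oligonucleotide (100 nM) labelled with fluorophore and quencher, with 2 mM ATP; helicase unwinding raises red fluorescence, read kinetically.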
* marks the source's active call; other numbers are inactive results; ? = inconclusive; / = not tested or not shown; [ ] = remark or other dose. Unless noted, the call rests on the fitted dose curve; in most records, active means well fitted curve in the direction sought with a large enough effect; inconclusive means small, poorly fitted or top-dose-only effect, or another doubt; inactive means no such curve, though single readings can be large; an effect the other way counts as inactive or inconclusive.

No. | Molecule | IL-2 act | PLK1 PBD inh | FUS suppressor | Abeta rescue | EPAC1 agonist | EPAC1 antagonist | PI5P4K alpha inh | WRN helicase inh
1 | COc1ccc(-c2noc(CSc3nnc(Cc4ccccc4)n3-c3ccc(Cl)cc3)n2)cc1 | -2.0 | 2% | ? | 16% | 11% | -4% | / | -10%
2 | CCOC(=O)c1cc(-c2ccccc2C)nn1CC1CC(c2ccc(OC)cc2)=NO1 (stereo not given) | -0.5 | -2% | 22% | 24% | 5% | -18% | 17 | -10%
3 | CC1=C(C(=O)Nc2ccccc2F)C(c2cccs2)C2=C(CCCC2=O)N1 (stereo not given) | 1.4 | 24µM* | -2% | -10% | -6% | 4% | 1 | 7%
4 | O=C(COc1ccc(S(=O)(=O)N2CCCC2)cc1)N1CCCC1 | 0.2 | 0% | -5% | -3% | -3% | -10% | 0 | 1%
5 | Cc1ccc(S(=O)(=O)C2(C(=O)N3CCCCC3C)CC2)cc1 (stereo not given) | -1.8 | -8% | -23% | -8% | 3% | -5% | / | -7%
6 | CCC(C)(C)NC(=O)C(c1cccs1)N(CC1CCCO1)C(=O)Cn1nnc2ccccc21 (stereo not given) | 1.6 | -4% | 11% | 6% | -14% | -18% | -4 | 4%
7 | CC(=O)c1ccc(N2Cc3ccccc3/C2=N\C(=O)Nc2ccccc2)cc1 | -2.2 | -8% | 11% | -8% | -9% | 3% | -4 | -29%[57.1 µM]
8 | CCCCSc1nnc(-c2ccc(NC(C)=O)cc2)n1C | -0.4 | -22% | / | 4% | 9% | 6% | -9 | -20%
9 | CCOC(=O)C1CCCN(c2c(NCC3CCCN3CC)c(=O)c2=O)C1 (stereo not given) | -0.5 | -13% | -6% | -6% | 3% | -13% | 7 | -5%
10 | COc1ccc(Br)cc1S(=O)(=O)n1nc(C)cc1C | 0.8 | -4% | -26% | -4% | -8% | -17% | 7 | 6%
11 | COc1ccc2nc(NC(=O)c3ccc(-n4nc(C)cc4C)cc3)sc2c1 | 0.4 | -9% | 12% | -9% | 7% | 5% | 3 | -4%
12 | Cc1cc(NC(=O)CSc2cn(C)c3ccccc23)no1 | -0.6 | ? | -4% | 1% | -9% | -1% | -2 | -5%
13 | CCOc1ccccc1NC(=S)NCC1CCCO1 (stereo not given) | 0.4 | -7% | 5% | 0% | -5% | 12% | 0 | -27%[57.1 µM]
14 | COc1cc2c(cc1OC)-c1cc(OCc3cccnc3)nc(=O)n1CC2 | -3.0 | -8% | 35% | -3% | -3% | -1% | 2 | -17%
15 | C/C(=N\NC(=O)COc1ccccc1)c1ccc(O)cc1 | 1.6 | -13% | 5% | -2% | -7% | -4% | 1 | -3%
16 | O=C(NNC(=O)c1ccccc1Cl)c1ccncc1 | -0.4 | -8% | / | -10% | 2% | 4% | 1 | 22%
17 | COC(=O)COc1cccc(NC(=O)c2cccs2)c1 | -1.8 | -3% | 11% | -7% | 9% | 8% | -1 | 4%
18 | CC[C@@]12C(=O)N(c3ccc(OC)cc3)C(=O)N1[C@H](c1cccc(C)c1)[C@@H]1C(=O)N(Cc3ccccc3)C(=O)[C@@H]12 | 0.4 | 2% | ? | 6% | 12% | -5% | 4 | -6%
19 | CCOC(=O)c1c(C)[nH]c(C)c1S(=O)(=O)NCCc1ccc(SC)cc1 | -0.3 | -11% | 30% | / | 7% | -6% | 0 | -3%
20 | Cc1ccc(C(=O)N/C(=C\c2ccco2)C(=O)NCCc2c[nH]c3ccccc23)cc1 | -3.1 | -9% | ? | -2% | 3% | -23% | -17 | -5%
21 | CC(C)C(C(=O)NCC1CCCO1)N(C(=O)CNS(=O)(=O)c1ccc(F)cc1)c1ccccc1 (stereo not given) | 1.5 | 6% | -2% | 8% | -1% | 4% | 0 | 2%
22 | Nc1nc(SCC(=O)Nc2cc(Cl)c(Cl)cc2Cl)n[nH]1 | -0.5 | -2% | 11% | 12% | -6% | -10% | -2 | 9%
23 | COCCNC(=O)C1CCCN(S(=O)(=O)c2ccc3c(c2)CC(C)N3C(=O)C2CC2)C1 (stereo not given) | -1.9 | 1% | -2% | -1% | -1% | 3% | -2 | -1%
24 | CC1(c2ccc(Cl)cc2)NC(=O)CS1 (stereo not given) | -0.8 | -2% | -1% | 1% | 9% | -12% | 1 | -2%
25 | CC(C)(C)OC(=O)N1CCC(C(=O)Nc2ccc(C(=O)NCc3ccccc3)cc2)CC1 | -0.7 | -1% | -1% | -8% | -24% | 2% | -6 | 3%
26 | COc1ccc(CCNC(=O)CCc2nc3ccccc3[nH]2)cc1OC | 0.0 | -1% | -14% | -17% | -12% | 6% | 6 | 0%
27 | CCOC(=O)c1cnc2c(C)c(Cl)ccc2c1NCCCN1CCOCC1 | -0.6 | -8% | -18% | -17% | 6% | -11% | 19 | 4%
28 | O=C(CN1CCOCC1)Nc1ccc(-c2nc3ccccc3[nH]2)cc1 | -1.3 | -8% | 23% | 1% | 3% | 15% | / | -7%
29 | CC(C)(C)NCc1ccc(OCc2cccs2)cc1 | -2.4 | 7% | 16% | 0% | 3% | 11% | 0 | -2%[57.1 µM]
30 | COc1ccc(Cl)cc1S(=O)(=O)n1c([N+](=O)[O-])cnc1C | 1.5 | -3% | -10% | -10% | -2% | -1% | -2 | 6%
31 | COc1cccc(C=NCCCN=Cc2cccc(OC)c2O)c1O | 1.5 | -16% | 17% | 8% | -2% | -13% | 2 | -9%[57.1 µM]
32 | FC(F)(F)c1cccc(OCc2nnc3n2CCC3)c1 | 0.0 | ? | -10% | -17% | 10% | 11% | 3 | -3%
33 | Cc1ccc(S(=O)(=O)N2CCN(C(=O)COC(=O)c3ccccc3OC(F)F)CC2)c(C)c1 | -0.1 | -3% | 35% | 5% | 6% | -3% | 8 | -5%
34 | CSc1scc2c1-c1nc(SCC(=O)C(C)(C)C)ncc1CC2 | -0.6 | -2% | 40% | 9% | 11% | 1% | 5 | -7%
35 | COc1cc(NS(=O)(=O)c2ccc(NC(C)=O)cc2)cc(OC)c1 | -2.5 | 0% | 12% | 1% | -10% | -1% | 0 | 5%
36 | O=C(O)c1cc(Cl)c(Cl)cc1C(=O)N(Cc1ccccc1)Cc1ccccc1 | 1.1 | -21% | 15% | -19% | -13% | -7% | 13 | 8%
37 | CCC[C@@H]1Cc2ccccc2N1C(C)=O | -0.7 | -2% | -16% | 39% | 8% | 2% | 8 | -4%
38 | Cc1[nH]c2ccc(F)cc2c1CCN(Cc1cccnc1)C(=S)Nc1ccc(F)cc1 | 0.3 | 4% | -3% | 5% | 4% | -7% | -8 | -7%
39 | Cc1cc(C)cc(NCCC#N)c1 | 0.8 | -1% | 19% | 8% | 7% | 2% | 15 | 3%
40 | C[C@H](CO)N1C[C@H](C)[C@@H](CN(C)C(=O)NC2CCCCC2)Oc2ccc(NC(=O)C3CC3)cc2C1=O | 0.3 | -24% | 5% | -18% | -6% | -3% | -1 | 2%
41 | O=c1c(C=NCCCn2ccnc2)c(-c2ccccc2)[nH]n1-c1nc2ccccc2s1 | 0.2 | -2% | 12% | 3% | 8% | -25% | / | -11%
42 | C[C@@H]1CN([C@H](C)CO)C(=O)CCCn2cc(nn2)CO[C@H]1CN(C)C(=O)c1ccc(N2CCN(C)CC2)cc1 | -0.8 | -18% | -9% | -14% | 13% | 5% | 2 | -3%
43 | COc1ccc(N2C(=O)C(F)(F)C2c2cccc(F)c2)cc1 (stereo not given) | -0.7 | -8% | -2% | -15% | 1% | -24% | 0 | 1%
44 | Cc1nn(-c2ccccc2)c(CC(C)(C)C(=O)O)c1C(=O)O | 1.4 | -11% | -2% | 21% | 8% | 4% | 0 | -5%
45 | CC(=O)N1CCN(c2ccc(NC(=O)c3ccc(C)c([N+](=O)[O-])c3)cc2)CC1 | -1.3 | -8% | 5% | 0% | -1% | -3% | 1 | -8%

Overlap with the part before: two entries, then new ones.
No. | Molecule | IL-2 act | PLK1 PBD inh | FUS suppressor | Abeta rescue | EPAC1 agonist | EPAC1 antagonist | PI5P4K alpha inh | WRN helicase inh
44 | Cc1nn(-c2ccccc2)c(CC(C)(C)C(=O)O)c1C(=O)O | 1.4 | -11% | -2% | 21% | 8% | 4% | 0 | -5%
45 | CC(=O)N1CCN(c2ccc(NC(=O)c3ccc(C)c([N+](=O)[O-])c3)cc2)CC1 | -1.3 | -8% | 5% | 0% | -1% | -3% | 1 | -8%
46 | CSc1cccc(CNC(=O)C2CCC(=O)N(CCCN3CCCC3=O)C2)c1 (stereo not given) | 0.0 | -2% | 5% | -6% | -23% | 5% | 1 | -5%
47 | O=C(COc1ccc(C(=S)N2CCC(Cc3ccccc3)CC2)cc1)N1CCOCC1 | 0.5 | -22% | ? | 3% | -4% | -7% | 4 | -3%
48 | CCCCC1=CC2=C(c3ccco3)C(=O)C(C)(OC(=O)c3ccc(OC)cc3)C(=O)C2=CN1CCCOC(C)C (stereo not given) | -0.5 | -12% | ? | -1% | 1% | 0% | ? | 8%
49 | Cc1cccc(NC(=O)c2ccc(CN3CCN(Cc4ccccc4)CC3)cc2)c1 | 3.0 | -2% | -6% | -17% | -2% | 5% | 5 | 3%
50 | Cc1ncc(CN2CCCCC2C(=O)Nc2ccc(Oc3ccccc3)nc2)cn1 (stereo not given) | 6.8 | 6% | / | -11% | 2% | 7% | -4 | -2%
51 | COc1ccc(-c2cn(Cc3cccc(OC)c3)nn2)cc1 | 0.5 | 0% | -7% | 10% | 2% | -26% | 1 | -5%
52 | COc1ccccc1N1CCN(C2CCCN(C(=O)CCc3cnn(C)c3)C2)CC1 (stereo not given) | 0.9 | 1% | -5% | -10% | -5% | -27% | -8 | 3%
53 | COc1ccc(-c2cc(Nc3ccccc3NC(=O)C(F)(F)F)n(CCC#N)n2)cc1 | -0.6 | 8% | 13% | 5% | -5% | 12% | -1 | -20%[57.1 µM]
54 | Cc1cc(NCCCN2CCOCC2)n2ncc(-c3ccccc3)c2n1 | 0.0 | -5% | 6% | -3% | 8% | 5% | 5 | -20%
55 | O=c1ccc(-c2ccc(S(=O)(=O)Nc3cccc([N+](=O)[O-])c3)s2)n[nH]1 | -2.3 | -9% | 26% | -9% | -8% | -18% | 1 | -4%
56 | CC(C(=O)N1CCOCC1)c1ccccc1 (stereo not given) | 0.9 | -2% | -12% | -6% | -16% | 32%[activator] | -2 | 1%
57 | COc1cccc(-n2cc3c(c2-c2ccccc2)c(=O)n(C)c(=O)n3C)c1 | 0.9 | ? | 19% | -9% | 12% | -19% | 5 | -5%
